Lipid droplet: hepatic lipid droplet formation modulation; AML12 mouse hepatocytes, oleate lipid droplets, BODIPY imaging; inhibition, % at 6.5 µM; hit rate 0.4% among 240,000;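 active = lipid droplet intensity inhibited by at least 50%, with more than 500 cells counted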
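System: AML12 hepatocytes (mouse). Probe or stimulus: oleic acid at 100 µM to induce lipid droplet formation. Times: overnight treatment with compound plus oleate. Detection: Image-based BODIPY and DAPI two-channel analysis. Evaluation: percent inhibition of filter-corrected integrated lipid droplet intensity per well.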
Lipid droplet cells 6.5 µM: recorded beside Lipid droplet, whose call it bears; cell count; measured here: cell count, cytotoxicity flag;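 cells counted across two imaged fields per well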
* marks the source's active call; other numbers are inactive results. Some of the compounds tested (hit frequency here may not be typical).

SMILES	Lipid droplet	Lipid droplet cells 6.5 µM
O=C(O)c1ccccc1-c1ccccc1C(=O)Nc1ccccc1-c1ccccc1	2	813
CCN(CC)S(=O)(=O)c1cc(NC(=O)Cc2ccsc2)ccc1C	30	794
Cn1c(CNC(=O)c2ccco2)nnc1SCC(=O)N1CCN(c2ccccc2)CC1	-2	806
CSc1ncccc1C(=O)Nc1nccs1	-8	749
CC(C)(C)CN1CCN(Cc2nc(-c3ccc(F)cc3)cs2)CC1CCO (stereo not given)	-6	827
COCC(=O)Nc1ccc(N2CCN(c3ccccc3)CC2)c(F)c1	18	871
CSc1ncccc1C(=O)NC1CCN(Cc2ccccc2)CC1	-21	797
Cc1ccccc1C(=O)N1CCC(C(=O)NC2CCCC2)CC1	14	623
CC(=O)Nc1ccc(S(=O)(=O)NCCCc2ccccc2)cc1	-1	825
COc1cc(CNCc2cc(OC)c(OC)c(OC)c2)cc(OC)c1	-5	783
CCc1nn(CCCC(=O)NCc2ccco2)c(=O)c2cc3occc3n12	-18	722
COc1ccc(NC2CCCN(C(=O)CSc3ccccn3)C2)cc1OC (stereo not given)	1	817
O=[N+]([O-])c1ccc(S(=O)(=O)Nc2nnc(C(F)(F)F)s2)cc1	4	872
CSCCC(N=C1NS(=O)(=O)c2ccccc21)C(=O)NCCc1ccccc1 (stereo not given)	9	843
CC(C)(C)c1ccc(OC(=O)N2CCOCC2)cc1	-16	683
CCCc1cc(=O)n2nc(N3CCC(C(=O)N4CCN(c5ccc(OC)cc5)CC4)CC3)sc2n1	-34	584
Cc1cccc(C)c1NC(=O)N1CC(C)OC(C)C1 (stereo not given)	8	816
Cc1cc(S(=O)(=O)Nc2ccc(C(=O)NCC(c3ccco3)N3CCCC3)cc2)ccc1F (stereo not given)	-24	869
COc1ccc(CCC(=O)Nc2ncc(C)s2)cc1	-5	838
O=C(CNCc1ccc(F)cc1)Nc1ccc(S(=O)(=O)N2CCOCC2)cc1	-7	666

A draw from above in order of SMILES length, ascending:
SMILES	Lipid droplet	Lipid droplet cells 6.5 µM
COc1ccc(CCC(=O)Nc2ncc(C)s2)cc1	-5	838
CC(C)(C)c1ccc(OC(=O)N2CCOCC2)cc1	-16	683
CSc1ncccc1C(=O)NC1CCN(Cc2ccccc2)CC1	-21	797
COc1cc(CNCc2cc(OC)c(OC)c(OC)c2)cc(OC)c1	-5	783
COc1ccc(NC2CCCN(C(=O)CSc3ccccn3)C2)cc1OC (stereo not given)	1	817
O=C(CNCc1ccc(F)cc1)Nc1ccc(S(=O)(=O)N2CCOCC2)cc1	-7	666
CCCc1cc(=O)n2nc(N3CCC(C(=O)N4CCN(c5ccc(OC)cc5)CC4)CC3)sc2n1	-34	584

Additional records.
SMILES	Lipid droplet	Lipid droplet cells 6.5 µM
O=C(NCc1ccc(F)cc1)N1CCc2ccccc2C1	-26	735
COC(=O)c1ccc(CO/N=C/c2cccc([N+](=O)[O-])c2)cc1	-1	857
O=C(NNC(=S)Nc1ccc(Cl)cc1)c1ccccc1	13	672
Cc1cc(O)c2c(C)c(CC(=O)N3CCN(C(=O)C4COc5ccccc5O4)CC3)c(=O)oc2c1 (stereo not given)	-17	716
O=S(=O)(c1ccc(Br)cc1)N1CCN=C1SCc1cccc(F)c1	-14	633
O=C(Nc1ccccc1C(=O)Nc1ccccc1)c1cccs1	2	759
CCOc1ccc(C(=O)NCc2ccc3c(c2)OCO3)cc1OCC	7	810
CC(=O)Nc1ccc(NC(=O)COc2ccc(S(=O)(=O)N3CCCC3)cc2C)cc1	-3	746
Cc1ccc(CNC(=O)CCS(=O)(=O)Cc2ccc(C)cc2)cc1	-11	735
COc1ccc(C2=NS(=O)(=O)N(C)C(C(=O)NC3CCCCC3)=C2)cc1	-52	819
Nc1ccc(S(=O)(=O)N2CCc3ccccc32)cc1	2	866
COc1cc(Cl)c(C)cc1NC(=O)CSc1sc2c(O)cc(=O)[nH]c2c1C#N	-2	784
Cc1ccc(CS(=O)(=O)CC(C)(O)c2ccc(Cl)cc2)cc1 (stereo not given)	-37	650
CC1(C)CC2CC(C)(CN2C(=O)c2cc(-c3ccc(O)cc3)on2)C1 (stereo not given)	5	742
OCCC1CN(CCCc2ccccc2)CCN1CCc1ccccc1 (stereo not given)	0	841
Cc1ccc(Cn2nnc3c(=O)[nH]c(C4CCCN(C(=O)c5ccco5)C4)nc32)cc1 (stereo not given)	3	791
Cc1nc([N+](=O)[O-])cn1CCCCN1C(=O)c2ccccc2C1=O	6	812
CC(C(=O)Nc1ccc(Cl)cc1)N(C)Cc1cccs1 (stereo not given)	5	800
COC(CNC(=O)c1ccc2c(=O)n(Cc3ccc4c(c3)OCO4)c(=S)[nH]c2c1)OC	20	862
O=C(OCCCOC(=O)c1ccccc1O)c1ccccc1O	-1	856
COc1cccc(C(=O)NCCNC(=O)c2ccc(C)nc2)c1	22	775
COc1cccc(CNC(=O)CCn2ccc3cc(S(=O)(=O)N4CCCC4)ccc32)c1	-14	662
O=C(Nc1ccc(C(=O)O)cc1)/C(=C\c1ccccc1)NC(=O)c1ccco1	16	814
Cc1ccc2c(=O)cc(C(=O)NC3CCS(=O)(=O)C3)oc2c1 (stereo not given)	7	696
Cc1ncc(CN2CCCC(C(=O)Nc3ccc(-c4cccc(F)c4)cc3)C2)cn1 (stereo not given)	8	888
O=C(N=C1SC2CS(=O)(=O)CC2N1c1ccc(Br)cc1)C1CCCO1 (stereo not given)	7	734
O=C(Nc1ccccc1Oc1ccccc1)C1=COCCO1	-11	793
COc1cccc(-c2cccc(NC(=O)C3CCN(Cc4cccc(C)n4)CC3)c2)c1	-24	661
Cc1ccc(C)c(C(C)NC(=O)Cc2cccs2)c1 (stereo not given)	-17	850
CCCCN(C)CCNC(=O)c1cc2c(-c3cccc(OC)c3)nn(C)c2s1	-9	836
O=C(NCCCNC(=O)c1cc(Cl)ccc1Cl)c1ccccn1	-6	797
Cn1c2ccccc2c2nnc(SCC(N)=O)nc21	-11	881
Cc1ccn(C(C)CC(=O)Nc2ccc(-c3ccno3)cc2)n1 (stereo not given)	6	736
Cn1c(=O)c2sccc2n(Cc2cccc(Br)c2)c1=O	-14	787
CCCCCNC(=O)[C@@H]1CSC2c3ccccc3C(=O)N21 (stereo not given in full)	-2	844
CCOc1ccc(S(=O)(=O)NC(C)C(=O)NCc2cccnc2)cc1 (stereo not given)	-4	816
CCc1nnc(NS(=O)(=O)c2ccc(NC(=O)c3ccc(C#N)cc3)cc2)s1	4	802
COc1ccc(NC(=O)Nc2cnccn2)cc1OC	-2	858
O=C(Nc1cccc(CNCCc2c[nH]c3ccccc23)c1)c1ccccc1Cl	-17	817
O=C(Nc1ncccc1O)c1ccc2ccccc2c1	-2	654

Compound profiles, from the list above.
O=C(Nc1cccc(CNCCc2c[nH]c3ccccc23)c1)c1ccccc1Cl across the screens: Lipid droplet: -17; Lipid droplet cells 6.5 µM: 817
Cn1c(=O)c2sccc2n(Cc2cccc(Br)c2)c1=O across the screens: Lipid droplet: -14; Lipid droplet cells 6.5 µM: 787
CCOc1ccc(S(=O)(=O)NC(C)C(=O)NCc2cccnc2)cc1 (stereo not given) across the screens: Lipid droplet: -4; Lipid droplet cells 6.5 µM: 816

(cont.)
SMILES	Lipid droplet	Lipid droplet cells 6.5 µM
CNC(=O)c1[nH]cnc1C(=O)NCC(=O)OC(C)(C)C	6	810
COc1ccc(NC(=O)C2C3C=CC4(O3)C2C(=O)N(CCN2CCCCC2)C4C(=O)NC2CCCC(C)C2C)cc1 (stereo not given)	-5	782
COc1ccc(NC(=O)Nc2cccc(C)n2)c(OC)c1	-5	789
COc1ccc(CNC(=O)c2cccc(NC3=NC4CS(=O)(=O)CC4S3)c2)cc1 (stereo not given)	-1	768
O=C(CCC(=O)N1CCOc2ccc(Cl)cc21)NCCCN1CCN(Cc2ccccc2)CC1	-25	703
CCc1ccc(C(=O)N/N=C/c2ccncc2)s1	-4	860
CCc1ccc(CN(C)C(=O)c2cc(COc3cc(C)c(Cl)c(C)c3)on2)nc1	-3	713
CCOCC(=O)Nc1c(C(=O)N2CCN(c3ncccn3)CC2)oc2ccccc12	0	723
COc1ccc(CNC(=S)NCc2ccc(Cl)cc2)cc1OC	-4	805
Cc1ccc(S(=O)(=O)NCC(=O)OCC(=O)c2ccc(Cl)s2)cc1	-11	699
CC(C)c1nnc(NC(=O)c2nc(S(=O)(=O)Cc3ccccc3)ncc2Cl)s1	-33	657
COc1ccc(NC(=O)/C(=C\c2ccc(OC)c(OC)c2)NC(=O)c2ccco2)cc1	0	676
Cc1ccc(OCc2cc(C(=O)NCC(C)(C)N3CCOCC3)no2)cc1C	-10	713
COc1ccc(-c2cc(=O)oc3c(O)c(O)ccc23)cc1	-8	796
Cc1ccc2nc3c(cc(C(=O)NCCc4ccccc4)c(=N)n3CCCN3CCOCC3)c(=O)n2c1	-28	726
CN1CCN(c2cc(N3CCN(C(=O)c4ccco4)CC3)c3c4c(onc24)-c2ccccc2C3=O)CC1	0	685
O=C(N/N=C/c1c(F)cccc1Cl)C(=O)N1CCCCCC1	18	732
Cc1ccc(S(=O)(=O)C(CNC(=O)C(C)C)c2cccs2)cc1 (stereo not given)	-10	723
Nc1nc2ccccc2n1CCOc1ccc(Br)cc1	-12	801
CCOc1ccc(Cl)cc1S(=O)(=O)NC1CCCC1	-14	832
Cc1cccn2c(=O)c3cc(C(=O)N4CC(C)CC(C)C4)sc3nc12 (stereo not given)	0	829
O=S1(=O)CCO[C@H]2Cc3ccccc3[C@H]2N1Cc1ccccc1	-6	736
CCOc1cc(NCCN2CCOCC2)c([N+](=O)[O-])cc1OCC	11	767
Cc1ccc(S(=O)(=O)NCCC(=O)Nc2cc(F)ccc2C)cc1C	-4	782
CCn1c(SCC(=O)Nc2ccc(OC)cc2)nc2c1c(=O)n(C)c(=O)n2C	-27	805
CCOC(=O)C1CCCN(C(=O)Cn2nc(C)n3nc(-c4ccccc4)cc3c2=O)C1 (stereo not given)	-8	691
C(=N\Nc1nncc2ccccc12)/c1ccccn1	-154	432
Cc1cccc(CSc2[nH]c(=O)ncc2C)c1	-6	576
Cc1ccc(NC(=O)CCN2CCC(Cc3ccccc3)CC2)cc1	-1	767
Cc1cc(C)cc(NC(=O)c2cccc(N3C(=O)C4C5C=CC(C5)C4C3=O)c2)c1 (stereo not given)	-8	864
CC(=O)Nc1ccc(S(=O)(=O)NCc2ccc(C(=O)N3CCOCC3)cc2)cc1	-5	715
COc1cc2c(cc1OC)C(c1cccc(Cl)c1)CC(=O)N2 (stereo not given)	16	770
COc1cc(CN2CCCC(N3CCN(c4ccccc4C)CC3)C2)ccc1O (stereo not given)	-6	829
CN(C)c1ccc(C(=O)N2CCNC(=O)C2CC(=O)Nc2ccc(F)cc2)cc1 (stereo not given)	-3	768
COc1ccccc1CNC(=O)C1CCC(CNC(=O)[C@@H]2Cc3ccccc3CN2)CC1 (stereo not given in full)	-42	726
Nc1c(-c2ccc(Cl)cc2)cnc2c(-c3ccccc3)cnn12	3	412
Cc1ccccc1C(=O)Nc1c(C(=O)N2CCN(C)CC2)cnn1-c1ccccc1	-20	711
COc1ccc(S(=O)(=O)N2CCN(C(=O)c3ccc(C)o3)CC2)cc1	0	806
Cc1cccc(N2CCN(C(=O)C(Cc3ccccc3)NC(N)=O)CC2)c1C (stereo not given)	0	822
C=CCNc1ccc(N2C(=O)CCCC2=O)cc1[N+](=O)[O-]	0	807
Clc1ccccc1-c1nc(-c2ccc(Br)o2)no1	-6	768
CC(=O)N1CCc2c(sc(NC(=O)C3CCCCC3)c2C(N)=O)C1	-10	749
O=S(=O)(Nc1nnc(C(F)(F)F)s1)c1ccc(Cl)cc1	-2	824

Look-ups from above:
Lipid droplet cells 6.5 µM with CC(=O)Nc1ccc(S(=O)(=O)NCc2ccc(C(=O)N3CCOCC3)cc2)cc1 : 715
Lipid droplet cells 6.5 µM with CCn1c(SCC(=O)Nc2ccc(OC)cc2)nc2c1c(=O)n(C)c(=O)n2C : 805
Lipid droplet cells 6.5 µM with Cc1cccc(N2CCN(C(=O)C(Cc3ccccc3)NC(N)=O)CC2)c1C (stereo not given) : 822
Lipid droplet with COc1ccc(S(=O)(=O)N2CCN(C(=O)c3ccc(C)o3)CC2)cc1 : 0
Lipid droplet cells 6.5 µM with CCOc1cc(NCCN2CCOCC2)c([N+](=O)[O-])cc1OCC : 767
Lipid droplet with C(=N\Nc1nncc2ccccc12)/c1ccccn1 : -154

High-throughput results as filed in PubChem.
